# NCOA2 inhibitor – inhibits human steroid receptor coactivator 2. actives 0.17% (n = 370,000). AID 651957. HEK293 GAL4-SRC2 luciferase reporter, luminescence. Q15596. inhibition, % at 9 µM;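 active means inhibition above the mean inhibition of all tested compounds plus 3 SD, set per campaign, cut at about 52% in these data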;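 further: 0% = DMSO treated cells and 100% = cells given Gossypol at 36 µM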
# Target sequence (Q15596 whole entry, looked up, the tested form may be a part): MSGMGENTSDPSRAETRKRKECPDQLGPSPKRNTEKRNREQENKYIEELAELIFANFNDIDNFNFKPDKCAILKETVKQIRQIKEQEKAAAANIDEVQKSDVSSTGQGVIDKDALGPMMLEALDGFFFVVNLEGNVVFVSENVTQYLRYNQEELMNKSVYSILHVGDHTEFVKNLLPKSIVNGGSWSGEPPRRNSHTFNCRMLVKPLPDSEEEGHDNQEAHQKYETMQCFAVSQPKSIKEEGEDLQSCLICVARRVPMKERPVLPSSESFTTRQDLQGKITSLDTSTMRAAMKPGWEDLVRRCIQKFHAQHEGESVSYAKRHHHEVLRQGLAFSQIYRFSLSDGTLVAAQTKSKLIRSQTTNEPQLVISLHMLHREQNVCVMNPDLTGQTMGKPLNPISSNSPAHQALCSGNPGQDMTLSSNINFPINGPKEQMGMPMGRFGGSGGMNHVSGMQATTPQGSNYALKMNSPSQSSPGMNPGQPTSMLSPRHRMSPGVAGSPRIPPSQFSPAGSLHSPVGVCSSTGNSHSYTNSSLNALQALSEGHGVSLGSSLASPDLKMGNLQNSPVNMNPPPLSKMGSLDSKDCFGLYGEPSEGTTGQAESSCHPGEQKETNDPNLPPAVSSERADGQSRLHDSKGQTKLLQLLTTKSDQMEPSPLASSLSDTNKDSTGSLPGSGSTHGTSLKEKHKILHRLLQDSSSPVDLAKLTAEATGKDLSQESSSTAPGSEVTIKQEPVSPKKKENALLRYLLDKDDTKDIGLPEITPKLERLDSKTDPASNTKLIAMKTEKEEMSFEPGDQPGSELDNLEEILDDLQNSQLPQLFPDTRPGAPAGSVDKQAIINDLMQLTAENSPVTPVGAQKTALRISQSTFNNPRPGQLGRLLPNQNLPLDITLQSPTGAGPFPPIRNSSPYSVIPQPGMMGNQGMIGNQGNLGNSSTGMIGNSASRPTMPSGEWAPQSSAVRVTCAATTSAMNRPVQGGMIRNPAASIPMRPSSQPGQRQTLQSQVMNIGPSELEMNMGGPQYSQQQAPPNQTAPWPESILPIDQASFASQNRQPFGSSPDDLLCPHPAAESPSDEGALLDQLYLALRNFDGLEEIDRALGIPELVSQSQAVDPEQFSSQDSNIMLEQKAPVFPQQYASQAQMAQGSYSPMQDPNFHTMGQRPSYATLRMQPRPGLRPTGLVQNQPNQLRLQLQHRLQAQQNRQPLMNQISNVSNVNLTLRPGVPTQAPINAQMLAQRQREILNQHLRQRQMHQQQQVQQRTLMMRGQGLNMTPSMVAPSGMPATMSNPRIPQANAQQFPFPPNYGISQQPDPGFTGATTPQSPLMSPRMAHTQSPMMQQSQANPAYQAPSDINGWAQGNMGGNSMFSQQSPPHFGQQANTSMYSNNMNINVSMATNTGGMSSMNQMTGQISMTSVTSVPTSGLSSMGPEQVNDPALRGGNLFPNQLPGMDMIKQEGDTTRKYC
# KKLEB tox – counter-screen for CF NF-kB inhibitors: cytotoxicity; KKLEB CF airway cells viability, ATPlite luminescence, overnight; stronger effect = lower value; cells stimulated with P. aeruginosa culture filtrate; activity change (cytotoxicity), % at 5 µM; actives 0.36% (n = 360,000);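 active means corrected activity change at or below -50% at 5 µM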
# LMP1 NFkB inh – reduces LMP1-driven NF-kappaB luciferase signal; LMP1-induced NF-kappaB luciferase reporter cells, luminescence; inhibition, % at 12.5 µM; actives 0.69% (n = 350,000); AID 504558; in the data active means inhibition above about 41%;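 further: 0% = neutral control wells and 100% = reference inhibitor control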
# CF NFkB inh – blocks PAF-induced NF-kB reporter in cystic fibrosis cells | inhibition, % at 5 µM | KKLEB NF-kB-GFP reporter, GFP fluorescence overnight | AID 588850 | actives 0.86% (n = 360,000);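 active means at least 50% inhibition at 5 µM, scaled per plate between neutral and stimulator controls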;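 further: PAF is a Pseudomonas aeruginosa culture filtrate used as stimulus; plate controls were PAF-stimulated DMSO wells for no effect and unstimulated DMSO wells for full effect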
# TROY signal inh – TROY signaling inhibition; Q293 LMP1-TROYcd NF-kB luciferase reporter, 4 h; inhibition, % at 10 µM; actives 0.98% (n = 360,000); AID 1347056;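 active means compounds whose plate-normalised and pattern-corrected inhibition of the luciferase reporter signal at the single screening dose is 50% or more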
# NCOA1 inh – human NCOA1 inhibition; inhibition, % at 3.6 µM; HEK293 GAL4-SRC1 luciferase reporter, luminescence; actives 0.12% (n = 360,000); Q15788;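 active means inhibition above the campaign mean plus 3 SD, with each screening campaign given its own cutoff, cut at about 60% in these data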;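 further: 0% = DMSO treated cells and 100% = gossypol at 36 µM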
# TRAIL sens C8 – caspase-8 TRAIL sensitization. NB7+C8 cells + TRAIL, ATPlite viability luminescence. inhibition (viability loss, TRAIL sensitization), % at 10 µM. actives 1% (n = 360,000). AID 624354;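 active means compounds causing at least 50% loss of cell viability in the single-dose screen, relative to plate controls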
# LRH-1 inv ag – inverse agonists of human LRH-1 (NR5A2); AID 602396; actives 0.13% (n = 360,000); HEK293T StAR-luciferase reporter, LRH-1 transfected, 24 h; inhibition, % at 3.6 µM;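 active means inhibition above the mean inhibition of all tested compounds plus 3 SD, cut at about 73% in these data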;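 further: 0% = DMSO wells and 100% = reporter-only cells lacking LRH-1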
# COUP-TFII inh – inhibitors of human COUP-TFII (NR2F2) | inhibition, % at 8.6 µM | actives 0.7% (n = 370,000) | HEK293T NGFI-A luciferase reporter, luminescence;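 active means inhibition above a per-plate cutoff, mean inhibition of test wells between control levels plus 3 SD, cut at about 38% in these data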;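 further: cells cotransfected with COUP-TFII expression vector driving the NGFI-A reporter; 0% = median of COUP-TF2 test wells and 100% = reporter-only cells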
# TWEAK-Fn14 inh – inhibitors of TWEAK-Fn14 interaction signaling. TWEAK-stimulated Fn14 reporter cells, luciferase luminescence, 8 h. inhibition, % at 10 µM. actives 2% (n = 360,000). AID 1159606; in the data active means inhibition above about 50%
# NCOA3 inh – human NCOA3 inhibition; Q9Y6Q9; actives 0.17% (n = 360,000); AID 588352; HEK293 GAL4-SRC3 luciferase reporter, luminescence; inhibition, % at 3.6 µM;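 active means inhibition above a per-campaign cutoff, the mean of all compounds plus 3 SD, cut at about 60% in these data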;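 further: 0% = DMSO-treated cells and 100% = gossypol-treated cells at 36 µM; higher means less SRC3-driven luciferase light from the GAL4 reporter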
# Active calls of the source: *; nt = not tested or not shown.
# Start of the data: the first 4 compounds, to show the layout:
SMILES,NCOA2 inhibitor,KKLEB tox,LMP1 NFkB inh,CF NFkB inh,TROY signal inh,NCOA1 inh,TRAIL sens C8,LRH-1 inv ag,COUP-TFII inh,TWEAK-Fn14 inh,NCOA3 inh
COc1ccc2nc(SCC(=O)N3CCCCCC3)c(C#N)cc2c1,-17,5,-7,1,-49,-30,-4,-6,5,-2,-6
O=C(CCc1nnc(Cc2ccc(-c3ccccc3)cc2)o1)N1CCCC1,12,6,-5,-21,-8,0,-3,0,-6,-8,19
NC(N)=NS(=O)(=O)c1ccc(NC(=S)NC(=O)c2ccc3c(c2)OCO3)cc1,14,-9,-10,-4,-8,-12,-2,4,7,-3,3
CCOc1ccccc1OCCOCCN1CC(C)OC(C)C1 (configuration not stated),-8,4,4,1,1,0,-11,-3,7,-24,-12

# The list itself, previewed entries included:
SMILES,NCOA2 inhibitor,KKLEB tox,LMP1 NFkB inh,CF NFkB inh,TROY signal inh,NCOA1 inh,TRAIL sens C8,LRH-1 inv ag,COUP-TFII inh,TWEAK-Fn14 inh,NCOA3 inh
COc1ccc2nc(SCC(=O)N3CCCCCC3)c(C#N)cc2c1,-17,5,-7,1,-49,-30,-4,-6,5,-2,-6
O=C(CCc1nnc(Cc2ccc(-c3ccccc3)cc2)o1)N1CCCC1,12,6,-5,-21,-8,0,-3,0,-6,-8,19
NC(N)=NS(=O)(=O)c1ccc(NC(=S)NC(=O)c2ccc3c(c2)OCO3)cc1,14,-9,-10,-4,-8,-12,-2,4,7,-3,3
CCOc1ccccc1OCCOCCN1CC(C)OC(C)C1 (configuration not stated),-8,4,4,1,1,0,-11,-3,7,-24,-12
Cc1ccc(S(=O)(=O)CCC(=O)OCC(=O)N(C)c2ccccc2)cc1,-22,-12,4,6,-4,-7,-4,1,6,5,17
Cc1ccc(O)c(-c2cc(-c3cccc(Br)c3)n[nH]2)c1,-38,4,-16,-3,-26,-20,14,-7,-8,9,-12
c1coc(CNc2ncnc3[nH]ncc23)c1,-6,8,4,7,2,14,4,13,-4,9,4
CCOC(=O)C1CCN(C(=O)COc2ccc(S(=O)(=O)N3CCCC3)cc2C)CC1,-3,2,2,-11,14,-120,-3,14,-1,16,16
O=C(CCn1cnnn1)N1CCCC(Nc2ccc(F)c(F)c2)C1 (configuration not stated),11,2,-15,-6,-3,-11,4,-2,1,4,-12
COc1ccc(/C=N/N=C2/NC(=O)C(CC(=O)NC(N)=O)S2)cc1 (configuration not stated),16,18,3,-11,-31,-12,7,3,-11,9,-5
Cn1c(SCC(=O)NCCNC(=O)CSc2nnc(C(F)(F)F)n2C)nnc1C(F)(F)F,-6,-1,-11,-5,7,2,-10,-25,11,-12,3
CCOC(=O)c1cc(CC)sc1NC(=O)COc1ccc2c(C)cc(=O)oc2c1,4,-7,-31,-1,-24,-6,-3,13,3,-23,3
Cc1ccc(N(C(C)C(=O)Nc2ccc(S(=O)(=O)N3CCOCC3)cc2)S(C)(=O)=O)cc1C (configuration not stated),23,12,-4,-10,10,3,-24,12,2,-27,-4
C=CCc1cccc(CNc2nc3ccccc3n2CC)c1O,10,-13,2,-11,-8,-2,9,12,10,0,-3
CN(C)C(N)=NCCC[C@H](N)C(=O)O,-8,5,-3,-12,-1,6,-11,-4,2,15,-4
CCCNc1nc(Nc2ccc(C)cc2)nc(N2CCCC2)n1,nt,39,-18,8,-9,-14,16,16,nt,-7,3
CC[C@@]1(c2ccccc2C)C(=O)N(C(=O)OC)N1C(=O)OC,-1,-5,4,24,-15,4,7,-3,17,1,21
NNC(=O)CS(=O)(=O)c1ccc(Cl)cc1,-3,6,-2,-13,-14,-29,3,-9,17,-5,5
CCn1c(=O)c2ccccc2n(Cc2cccc(C)c2)c1=O,12,-3,-6,-24,-15,15,5,-3,1,-5,11
O=C(c1cccc(C(F)(F)F)c1)N1CCN(CCc2ccccc2)CC1,-13,-14,-1,4,16,-21,-8,8,0,-2,2
Cc1ccc(CN2C(=O)S/C(=C\c3ccccc3OCC(=O)O)C2=O)cc1,-8,3,0,-9,32,-8,2,-6,5,4,18
COC(=O)c1ccc2c(=O)n(CCN3CCOCC3)c(SCC(=O)Nc3ccccc3Cl)nc2c1,-31,-31,2,-8,-10,-16,2,0,12,-18,9
O=[N+]([O-])c1ccc2c(c1)Nc1nc3ccccc3nc1N2,-30,17,-52,-48,-12,-37,-2,-31,-190,5,-58
COc1ccc(Oc2nc3c(c(=O)n(C)c(=O)n3C)n2C)cc1,10,-3,8,27,-2,27,13,1,22,35,27
Cc1ccsc1C(=O)OCC(=O)Nc1cccc(F)c1,-39,-1,-4,-10,-57,-117,3,-64,-14,-32,-16
CCCn1cnnc1CNC(=O)C1CCC(=O)N(CCc2cccc(F)c2)C1 (configuration not stated),-12,1,-4,18,-2,-14,-17,10,17,-9,-47
CNNCc1ccc(C(=O)NC(C)C)cc1,-12,17,-6,-8,-3,-9,-6,7,-6,-38,7
COc1ccc(CCNC(=O)CSc2nc3c(sc(=S)n3-c3ccccc3)c(=O)[nH]2)cc1OC,17,-2,4,9,-8,8,1,25,13,17,-22
O=S1(=O)CCO[C@H]2Cc3ccccc3[C@H]2N1Cc1cccc(F)c1,1,-11,-3,-30,-1,-10,1,-19,2,12,19
COc1cccc(N2CCN(C(=O)CCc3nnc4ccc(N5CCCC5)nn34)CC2)c1,5,0,0,3,8,-7,-15,6,-6,-11,-5
COc1ccc(NC(=O)C2CCCN2C(=O)NC2CCCCC2)cc1OC (configuration not stated),4,6,-8,-5,12,-4,-10,1,-3,-37,2
Cc1cc(C)n2c(SCC(=O)N(CCC#N)c3ccc4c(c3)OCCO4)nnc2n1,-7,-5,-1,-5,1,6,-10,-5,-19,-6,19
CN(C)NC(=S)Nc1cccc(C(F)(F)F)c1,-9,-1,0,4,-4,7,-9,18,18,4,7
O=C(NC1(Cc2ccccc2)CCN(CCc2cccs2)C1=O)c1ccccc1 (configuration not stated),-12,-14,2,-2,-9,-17,3,-11,-9,0,-2
CN(CC(=O)Nc1ccc(Cl)c(Cl)c1)C(=O)C1CCC1,-3,-16,4,13,-2,-10,-23,9,-1,20,-5
Cc1csc(NC(=O)Cc2ccc(Br)cc2)n1,-27,0,-9,5,-6,-36,-19,-57,-17,-4,-24
CC(=O)c1cccc(S(=O)(=O)N2CCN(c3nc4cc(C)cc(C)c4cc3C#N)CC2)c1,4,10,4,-1,1,-20,-3,-14,0,6,23
O=C(CCCN1C(=O)c2cccc3cccc(c23)C1=O)N1CCc2ccccc2C1,-11,-10,6,-14,3,-5,9,-8,7,-27,-2
CCCNNC(=O)C(O)(c1cccc(C)c1)c1cccc(C)c1,-20,0,-2,9,-12,9,0,-3,3,-12,12
CCCC(=O)Nc1ccc(Sc2ccc([N+](=O)[O-])cc2)cc1,18,-21,4,-16,42,-9,2,15,-11,0,16
O=C(Nc1cccc(NC(=O)c2cccnc2)c1)c1ccccc1,-5,-2,10,7,-1,-3,3,20,-9,-17,13
Cc1ccc(S(=O)(=O)CCC(=O)OCC(=O)N2CCN(c3ccccc3)CC2)cc1,23,-16,4,22,10,-14,-11,-6,-10,6,5
Cc1ccc(S(=O)(=O)c2c(C)nn(C(C)(C)C)c2OC(=O)c2cccs2)cc1,-3,13,-10,9,21,14,-11,18,11,35,23
CC(C)[C@H](NC(=O)Nc1ccc(S(N)(=O)=O)cc1)C(=O)O,-18,5,6,12,-4,2,-1,22,3,5,13

# Compound profiles, from the list above. Order of screens: NCOA2 inhibitor | KKLEB tox | LMP1 NFkB inh | CF NFkB inh | TROY signal inh | NCOA1 inh | TRAIL sens C8 | LRH-1 inv ag | COUP-TFII inh | TWEAK-Fn14 inh | NCOA3 inh
# CCCNNC(=O)C(O)(c1cccc(C)c1)c1cccc(C)c1 is listed as -20 | 0 | -2 | 9 | -12 | 9 | 0 | -3 | 3 | -12 | 12
# Cc1ccc(S(=O)(=O)c2c(C)nn(C(C)(C)C)c2OC(=O)c2cccs2)cc1 is listed as -3 | 13 | -10 | 9 | 21 | 14 | -11 | 18 | 11 | 35 | 23
# O=C(Nc1cccc(NC(=O)c2cccnc2)c1)c1ccccc1 is listed as -5 | -2 | 10 | 7 | -1 | -3 | 3 | 20 | -9 | -17 | 13
# Cc1cc(C)n2c(SCC(=O)N(CCC#N)c3ccc4c(c3)OCCO4)nnc2n1 is listed as -7 | -5 | -1 | -5 | 1 | 6 | -10 | -5 | -19 | -6 | 19

# Screens: PubChem, several laboratories
